Screening results (PubChem)
Rpn11 inh: inhibitors of human proteasome Rpn11. O00487. human 26S proteasome, Ub4-pepOG fluorescence polarization; 20S core pre-blocked with epoxomicin. calls only at 20 µM. 0.59% of 360,000 active. AID 588493;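 active means inhibition at 20 µM, scaled to each plate's controls, above about 33%, limit read from the data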
Neddyl block: blocks human cullin neddylation; P61081+Q13564; TR-FRET cullin neddylation, biochemical; calls only at 25 µM; 0.58% of 360,000 active; AID 651699; in the data active means inhibition above about 36%
NadD inh: inhibitors of Staphylococcus aureus NadD | purified NadD enzyme, colorimetric absorbance read-out | inhibition, % at 20 µM | 0.78% of 360,000 active; in the data active means inhibition above about 26%; further: some compounds past the cut are filed as inactive
Scp-1 inhibitor: inhibitors of human Scp-1 phosphatase; 0.88% of 340,000 active; Recombinant Scp1, phosphopeptide, malachite green phosphate absorbance; inhibition, % at 20 µM; Q9GZU7;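 active means inhibition above about 50% at 20 µM, limit read from the data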;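 further: plate controls were DMSO wells with enzyme for no effect and wells lacking enzyme for full effect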
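Assay system: SCP-1 catalytic fragment, aa 76-261 | Buffer or medium: Tris acetate buffer pH 5.5 with MgCl2 and Tween-20 | Compound: One concentration, 20 µM, with 1.0% DMSO | Also added: Phospho 17-mer peptide substrate | Signal: Absorbance at 630 nm | Incubation: 45 min enzyme reaction at room temperature | Measure: % inhibition of SCP-1 phosphate liberation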
STEP inh: blocks human striatal-enriched tyrosine phosphatase; inhibition, % at 20 µM; 0.25% of 360,000 active; P54829; recombinant STEP, OMFP fluorogenic substrate, fluorescence;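 active means inhibition at 20 µM, scaled per plate between control wells, above about 37%, limit read from the data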;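 further: 0% = DMSO with enzyme and substrate and 100% = substrate only without enzyme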
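material = STEP tyrosine phosphatase | reagent = fluorogenic phosphatase substrate OMFP at 25 µM final | doses = single compound dose of 20 µM, 1% DMSO final | schedule = 20 min reaction, room temperature, in the dark | measured by = fluorescence, 480/540 nm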
CSN inh: CSN deneddylation inhibition; inhibition, % at 12.5 µM; Purified CSN, SCF-Nedd8-OG deneddylation, fluorescence polarization; 0.38% of 360,000 active; Q92905;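 active means pattern-corrected inhibition above about 35%, with an unprinted fluorescence ratio check between 0.5 and 1.5, limit read from the data, passing the limit was not always enough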;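 further: 0% = enzyme with substrate and 100% = substrate without enzyme; some results filed as inactive read as strong as hits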
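Material: human Csn5 produced in HEK293T cells; Input: enzyme 0.24 nM; Reagent: SCFSkp2-Nedd8OG substrate at 10 nM final; Dosing: 12.5 µM compound; Incubation: 90 min reaction at room temperature; Detection: fluorescence polarization of the substrate; Evaluation: % inhibition of substrate cleavage by Csn5; Control set: substrate-only high control, full reaction low control.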
SUMO1 PPI mod: alters human SUMO1 binding to SIM partners; SUMO1 binding to a labelled peptide, TR-FRET, 1 h; inhibition, % at 20 µM; 0.33% of 360,000 active; in the data active means inhibition above about 37%
LMPTP inh: blocks human LMPTP phosphatase; recombinant LMPTP-A, OMFP fluorogenic substrate, fluorescence intensity; inhibition, % at 20 µM; 0.22% of 360,000 active; AID 651560;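 active means compounds that cut the enzyme signal by at least half of the control window in the single-dose screen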;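 further: plate controls were DMSO wells with enzyme plus substrate for no effect and substrate without enzyme for full effect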
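Test system – LMPTP-A phosphatase enzyme · Quantity – 0.625 nM LMPTP-A final · Reagent – OMFP substrate, 400 µM final · Dosing – one test concentration per compound, 20 µM, with 3% DMSO overall · Timing – 50 min enzyme reaction at room temperature, protected from light · Detection – fluorescence intensity · Controls – substrate-only low control, DMSO enzyme-plus-substrate high control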
Rin1-Abl PPI inh: human Rin1-Abl interaction inhibition; P00519+Q13671; TR-FRET Rin1/Abl binding, biochemical; inhibition, % at 7.35 µM; 0.4% of 360,000 active; in the data active means inhibition above about 5%, passing the limit was not always enough
DNMT1 block: inhibitors of human DNMT1; DNMT1 molecular beacon, Hinp1I cleavage, fluorescence; inhibition (reported as % activation of signal), % at 10 µM; P26358; AID 588458; 0.83% of 360,000 active; in the data active means inhibition above about 50%
Target sequence (P26358 504-1616 limits assumed): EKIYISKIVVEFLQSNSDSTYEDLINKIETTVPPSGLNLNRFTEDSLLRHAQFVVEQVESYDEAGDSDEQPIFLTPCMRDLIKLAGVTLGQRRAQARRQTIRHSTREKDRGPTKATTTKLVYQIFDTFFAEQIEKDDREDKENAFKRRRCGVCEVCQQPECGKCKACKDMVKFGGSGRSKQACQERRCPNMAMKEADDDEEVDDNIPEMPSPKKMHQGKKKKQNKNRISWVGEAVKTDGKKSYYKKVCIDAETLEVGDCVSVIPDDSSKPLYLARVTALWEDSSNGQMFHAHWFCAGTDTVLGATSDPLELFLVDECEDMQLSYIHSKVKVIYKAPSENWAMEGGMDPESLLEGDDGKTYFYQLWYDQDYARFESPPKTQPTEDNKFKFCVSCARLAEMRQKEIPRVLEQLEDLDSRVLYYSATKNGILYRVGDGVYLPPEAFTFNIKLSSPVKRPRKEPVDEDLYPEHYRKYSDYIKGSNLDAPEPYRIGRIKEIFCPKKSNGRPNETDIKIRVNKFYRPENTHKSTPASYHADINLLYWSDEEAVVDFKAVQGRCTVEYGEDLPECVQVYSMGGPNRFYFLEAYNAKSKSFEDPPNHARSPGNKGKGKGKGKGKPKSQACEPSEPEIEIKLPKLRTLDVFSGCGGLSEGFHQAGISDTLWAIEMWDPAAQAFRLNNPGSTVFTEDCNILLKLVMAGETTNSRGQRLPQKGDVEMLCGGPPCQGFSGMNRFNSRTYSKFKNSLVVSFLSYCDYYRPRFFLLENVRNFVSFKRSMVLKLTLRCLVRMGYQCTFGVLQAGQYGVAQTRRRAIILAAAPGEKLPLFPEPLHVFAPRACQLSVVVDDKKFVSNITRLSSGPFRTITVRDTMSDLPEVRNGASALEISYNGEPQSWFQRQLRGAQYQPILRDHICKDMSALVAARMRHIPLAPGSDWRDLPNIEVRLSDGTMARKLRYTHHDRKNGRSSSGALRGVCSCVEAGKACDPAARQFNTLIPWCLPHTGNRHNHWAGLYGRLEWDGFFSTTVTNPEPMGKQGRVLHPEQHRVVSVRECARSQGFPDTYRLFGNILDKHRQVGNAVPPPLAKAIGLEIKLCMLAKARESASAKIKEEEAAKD
Starred values were filed as active, the others as inactive; i = inactive; . = not tested or not shown; + = active, no number.

item	Rpn11 inh	Neddyl block	NadD inh	Scp-1 inhibitor	STEP inh	CSN inh	SUMO1 PPI mod	LMPTP inh	Rin1-Abl PPI inh	DNMT1 block	Structure
1	i	i	-3	-15	4	3	-2	-1.3	-9	-2	O=C(O)CC1=C(O)C(=O)N(c2ccccc2)C1c1ccc(Br)cc1 (centres undefined)
2	i	i	-1	.	-1	-3	-4	-1.5	-1	-2	Cc1ccc(C)c(S(=O)(=O)Nc2ccc(C(=O)NCCCN(C)C)cc2)c1
3	i	i	-4	-4	2	-2	4	0.1	5	-1	Cc1ccc2cc(CN(Cc3ccco3)C(=O)c3ccco3)c3nnnn3c2c1
4	i	i	-3	-4	-2	2	-5	-3.1	-3	3	CCn1ccnc1CN(C)C(=O)C1CCC(=O)N(CCc2cccc(F)c2)C1 (centres undefined)
5	i	i	2	6	4	0	-11	0.2	-1	-3	O=C(NCC1CCCO1)c1sc(=S)n2c1[nH]c(=O)c1ccc(C(=O)N3CCCCC3)cc12 (centres undefined)
6	i	+	2	-2	1	4	7	1.7	-8	-5	Cc1cc(=O)oc2cc(OCc3nnc(-c4ccccc4Br)o3)ccc12
7	i	i	-3	.	-1	-9	2	1.1	-1	0	CC1(C(=O)NS(=O)(=O)c2cccc(F)c2)CCN1C(=O)c1cccc2ccccc12 (centres undefined)
8	i	i	-7	.	-5	-2	5	-0.1	1	4	OC(c1cccc(Cl)c1)c1nc(-c2ccc3c(c2)OCO3)cs1 (centres undefined)
9	i	i	-11	-13	0	-7	4	1.2	3	4	O=C(NC(=S)Nc1cccc(Cl)c1N1CCOCC1)c1cccs1
10	i	i	4	.	0	-2	-3	-2.5	-1	8	Cc1noc(C)c1C(=O)N1CCC1(C)C(=O)NS(=O)(=O)c1ccc(C#N)cc1 (centres undefined)
11	i	i	-1	-6	3	2	-4	1.3	-1	-3	COc1ccccc1Nc1nc2nonc2nc1N1CCCCC1C (centres undefined)
12	i	i	-4	-5	-2	-2	-2	-1.4	4	-5	O=C(NC1=NCCS1)[C@H](Cc1ccccc1)N1C(=O)c2ccccc2C1=O
13	i	i	-5	-6	-8	4	-1	0.9	2	-3	CC(C)OC(=O)NCCOC(=O)Nc1cccc(Cl)c1
14	i	i	-2	.	-3	-1	5	-1.4	7	10	CC1(C(=O)NS(=O)(=O)c2ccccc2Cl)CCN1C(=O)CC(c1ccccc1)c1ccccc1 (centres undefined)
15	i	i	4	4	3	-2	4	-1.9	0	1	O=C(CSc1n[nH]c(-c2ccccc2)n1)Nc1ncc(Br)cc1Br
16	i	i	-3	-4	-1	4	1	-0.8	3	2	CCOC(=O)N1CCN(C(=O)COC(=O)CNC(=O)c2ccc(Cl)cc2Cl)CC1
17	i	i	2	5	0	1	0	-0.2	1	-4	CCc1ccc(OCC(=O)NN2Cc3ccccc3C2=N)cc1
18	i	i	12	5	-2	-5	-28	1.2	2	2	O=S(=O)([N-]c1nc2ccccc2nc1-[n+]1ccc(CCCc2ccccc2)cc1)c1cccs1
19	i	i	1	-8	0	-7	-61	2.8	-14	-2	CCOc1cc(NCCN2CCOCC2)c([N+](=O)[O-])cc1OCC
20	i	i	-3	-13	0	-1	-18	-0.2	-3	-9	O=C1CN(C(=O)COC(=O)/C=C/c2ccc(S(=O)(=O)N3CCOCC3)cc2)c2ccccc2N1
21	i	i	-8	-10	0	-2	-2	0.0	1	1	COc1cccc(COC(=O)c2cc(S(=O)(=O)N3CCOCC3)ccc2Cl)c1OC
22	i	i	4	.	0	9	7	1.2	0	3	COc1ccc(-c2ccc(CN3C(C)C(=O)N(Cc4cn(CCC5OCCCO5)nn4)CCS3(=O)=O)cc2)cc1 (centres undefined)
23	i	i	2	3	0	-3	2	0.8	-2	-1	COC1(c2cc(-c3ccccc3)nc(N)n2)CCCCC1
24	i	i	-3	-13	-3	1	-6	-0.4	-3	-5	O=C(/C=C/c1c(F)cccc1Cl)Nc1ncccn1
25	i	i	12	10	6	1	-7	2.3	0	1	COc1ccc(OCC(=O)N2CCN(c3nnc(-c4ccc(C)cc4)c4ccccc34)CC2)cc1
26	i	i	-9	11	-1	-3	2	-1.8	2	1	COc1ccc(NC(=O)CCS(=O)(=O)c2cc3c(cc2Cl)NC(=O)CO3)cc1OC
27	i	i	-4	-6	0	-4	-2	-0.1	-3	-2	COC(=O)C1=NN(C(C)(C)CC(C)=O)C2C(=O)N(C3CCCCC3)C(=O)C12 (centres undefined)
28	i	i	0	-6	0	-6	1	-1.8	3	5	CCCCC(CC)C(=O)Nc1ccccc1C(=O)NC(C)C (centres undefined)
29	i	i	1	-10	-4	-3	-2	-0.8	3	-2	C/C(=N\NC(=O)c1ccc(F)cc1)c1ccc(N2CCOCC2)cc1
30	i	i	3	0	-1	2	0	-1.2	3	0	O=C(NC1CC1)C1=COCCO1
31	i	i	0	-1	0	-1	4	0.2	-1	4	CC(C)c1nnc(NC(=O)CCC(=O)Nc2ccc(Cl)cc2)s1
32	i	i	-2	-4	3	-2	2	-2.2	-3	-6	O=C(c1ccc(NC(=O)C2(c3ccccc3)CCCC2)cc1)N1CCOCC1
33	i	i	3	3	1	3	2	-1.7	-1	0	CCOC(=O)C1=C(CCl)NC(=O)NC1c1ccc2c(c1)OCO2 (centres undefined)
34	i	i	9	-10	-1	4	-2	-1.3	3	-2	Cc1cc(C)nc(-n2ncc(C#N)c2N)n1
35	i	i	-4	-120	1	0	3	0.8	-1	-3	O=C(O)CCC(=O)Nc1ccc(Oc2ncnc3cc(Cl)ccc23)nc1
36	i	i	1	-4	1	1	2	-0.1	0	0	NNC(=O)c1ccccc1-n1cccc1
37	i	.	3	.	0	2	1	6.8	3	-5	c1ccc2c(c1)oc1c(-c3cccc4nccn34)cccc12
38	i	i	-7	-12	-2	-1	3	2.8	0	-1	O=C(Cc1cccc(C(F)(F)F)c1)Nc1ccc(S(=O)(=O)N2CCCC2)cc1
39	i	.	-7	-9	3	1	-3	11	-2	1	Cc1cc(C)c2c(N)c(C(=O)Nc3ccccc3Cl)sc2n1
40	i	i	-5	-1	-1	-3	4	-0.6	-2	-1	C=CCc1cccc2cc(C(=O)N3CCN(C(=O)OCC)CC3)c(=O)oc12
41	i	i	0	7	2	-1	0	-1.1	4	0	c1ccc(CNC2=NCCCC2)cc1
42	i	i	-2	-1	1	-7	-24	0.7	3	0	Cn1ccnc1Sc1cc(Cl)ccc1[N+](=O)[O-]
43	i	i	-4	-7	-3	4	-23	-0.4	0	1	COn1c(=O)c(-c2ccccc2)[n+]([O-])c2ccccc21
44	i	i	0	-12	3	12	-8	0.6	1	24	O=c1ccc2c(o1)/C(=C/C=C(Cl)Cl)CCC2
45	i	i	-2	10	0	7	4	-0.3	7	2	COc1cc(/C=C/C(=O)c2ccccc2O)cc(OC)c1OC
46	i	i	-6	-8	0	-4	0	-2.7	1	4	O=C1NCCOC(=O)[C@H](Cc2ccc(F)cc2)CC/C=C/C[C@@H]1CC(=O)N(CCO)Cc1ccccc1
47	i	i	0	-25	-3	-7	-34	-0.5	2	-6	O=C(CCC(=O)OCc1ccc(Cl)cc1)Nc1cccc([N+](=O)[O-])c1
48	i	i	-1	-2	-2	4	-3	-1.4	4	-1	Cc1nn(C)c(C)c1C1C(C#N)=C(N)OC2=C1C(=O)CC(C)(C)C2 (centres undefined)
49	i	i	-6	-2	0	0	-19	-0.6	-4	0	Cc1nc(SCC(=O)c2ccc(F)cc2)c([N+](=O)[O-])[nH]1
50	i	i	13	31	1	-1	-8	1.8	0	-8	CN(C)S(=O)(=O)c1cc(NC(=O)c2ccc(-n3ccnc3)c([N+](=O)[O-])c2)ccc1Cl
51	i	i	-5	-8	-2	0	0	-1.5	-3	-4	CC1=C(C(=O)NCc2ccc3c(c2)OCO3)C2(CCC(C)CC2)OC1=O (centres undefined)
52	i	i	-4	-10	3	7	1	3.5	1	-6	CCCCC1CC(C)(C(=O)CSc2nc3ccccc3s2)OC1=O (centres undefined)
53	i	i	-2	-9	1	-3	-8	-9.9	0	-2	CN(C)CCNC(=O)c1onc(CSc2ccncc2)c1C(=O)NCCN(C)C
54	i	i	-2	-11	-2	8	3	-1.3	-1	4	O=C(O)CC1(CC(=O)NCc2ccccn2)CCCCC1
55	.	i	0	.	.	3	-2	-1.1	.	.	COc1ccc(CCNC(=O)c2cc3cc(Cl)ccc3nc2N)cc1OC
56	i	i	-3	-9	3	-2	-23	3.1	-2	-2	O=C(N/N=C/c1ccc(N2CCCC2)c([N+](=O)[O-])c1)c1cccnc1
57	i	i	14	-8	3	-2	1	-2.2	0	-2	CCN(CC)S(=O)(=O)c1ccc(C(=O)Nc2nnc(-c3ccco3)o2)cc1
58	i	i	2	1	-1	1	-2	-0.3	0	5	O=C(Cn1nnc(-c2cccs2)n1)NCc1ccccc1
59	i	i	4	0	2	-4	4	0.1	0	-2	O=C(Nc1ccccc1C(F)(F)F)NC1CCCCCCC1
60	i	i	2	-7	0	1	-8	2.4	-3	0	CCN(CC)C(=O)c1cc2sc3ccccc3c2s1

Next section
item	Rpn11 inh	Neddyl block	NadD inh	Scp-1 inhibitor	STEP inh	CSN inh	SUMO1 PPI mod	LMPTP inh	Rin1-Abl PPI inh	DNMT1 block	Structure
61	i	i	-3	-4	3	-7	1	-0.5	3	1	O=C(c1ccco1)N1CCN(C(=O)c2ccc(CS(=O)c3ccc(Cl)cc3)o2)CC1 (centres undefined)
62	i	i	-7	-3	3	1	2	0.9	2	2	CN1CCN(S(=O)(=O)c2cccc(C(=O)N(C)CC(=O)Nc3ccc(Cl)c(Cl)c3)c2)CC1
63	i	i	-5	0	-1	-4	-6	-0.2	3	-2	O=C(Nc1cccc(C(F)(F)F)c1)c1cccnc1
64	i	i	-3	-4	-1	2	2	-0.6	3	0	CCCCOC(=O)N1CCOCCOCCOCCOCC1
65	i	i	5	-2	1	0	0	0.4	-1	6	COc1ccc(O)c(C2NC(CC(C)C)(C(=O)O)C3C(=O)N(Cc4ccccc4)C(=O)C23)c1 (centres undefined)
66	i	i	-3	-4	-1	0	38*	-1.0	2	-2	COc1ccc(COC[C@H](C)[C@H](O)[C@@H](C)[C@H]2OC(=O)[C@@H]2C)cc1
67	i	i	1	2	-2	1	0	-1.0	3	1	Cc1ccc(NC(=O)C2C3C=CC4(CN(Cc5cccnc5)C(=O)C24)O3)cc1F (centres undefined)

5 of these compounds, set out differently.
#	SMILES	Rpn11 inh	Neddyl block	NadD inh	Scp-1 inhibitor	STEP inh	CSN inh	SUMO1 PPI mod	LMPTP inh	Rin1-Abl PPI inh	DNMT1 block
11	COc1ccccc1Nc1nc2nonc2nc1N1CCCCC1C (centres undefined)	i	i	-1	-6	3	2	-4	1.3	-1	-3
33	CCOC(=O)C1=C(CCl)NC(=O)NC1c1ccc2c(c1)OCO2 (centres undefined)	i	i	3	3	1	3	2	-1.7	-1	0
58	O=C(Cn1nnc(-c2cccs2)n1)NCc1ccccc1	i	i	2	1	-1	1	-2	-0.3	0	5
31	CC(C)c1nnc(NC(=O)CCC(=O)Nc2ccc(Cl)cc2)s1	i	i	0	-1	0	-1	4	0.2	-1	4
48	Cc1nn(C)c(C)c1C1C(C#N)=C(N)OC2=C1C(=O)CC(C)(C)C2 (centres undefined)	i	i	-1	-2	-2	4	-3	-1.4	4	-1
